# Bioassay records from PubChem.
# AmpC detergent = blocks E. coli AmpC beta-lactamase in detergent assay; AmpC hydrolysis of nitrocefin, absorbance 480 nm, 0.01% Triton; Potency, µM (highest dose often 114 µM), for inactives: top-dose activity change, negative = inhibition, usual class: inhibitors; actives 0.041% (n = 370,000); AID 485294;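 note: potency is the fitted concentration of half-maximal effect; 0% = no-compound wells and -100% = no-enzyme wells; nearly all actives have a fitted effect of over 25% in size; some results filed as inactive show a strong effect at the top dose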
# Target sequence (P00811 whole entry, looked up): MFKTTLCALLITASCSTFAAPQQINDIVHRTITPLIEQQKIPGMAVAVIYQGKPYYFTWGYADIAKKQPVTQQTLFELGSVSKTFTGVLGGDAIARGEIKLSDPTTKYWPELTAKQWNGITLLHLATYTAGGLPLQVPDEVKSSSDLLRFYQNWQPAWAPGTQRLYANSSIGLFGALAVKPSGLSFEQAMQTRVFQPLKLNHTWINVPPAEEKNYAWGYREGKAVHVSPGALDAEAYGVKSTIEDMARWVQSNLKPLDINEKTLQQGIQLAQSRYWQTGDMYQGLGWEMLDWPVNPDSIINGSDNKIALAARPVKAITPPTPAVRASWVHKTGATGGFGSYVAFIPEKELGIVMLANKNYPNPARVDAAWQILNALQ
#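 AmpC (5.3 nM in the dispensed reagent) in 20 mM phosphate pH 7.0 with 0.01% (detergent screen) or 0.0001% Triton X-100 was preincubated with compounds for 15 min at room temperature. Nitrocefin was then added from an 800 uM solution, and hydrolysis was followed at 480 nm.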
# AmpC no deterg = AmpC beta-lactamase inhibition without detergent | P00811 | AmpC nitrocefin hydrolysis, absorbance 480 nm, 0.0001% Triton | Potency, µM (titrated, usually from 57.1 µM), for inactives: at the top dose activity change, negative = inhibition, usual class: inhibitors | actives 0.52% (n = 330,000);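 note: potency is the fitted concentration of half-maximal effect; plate controls were no compound for no effect and no enzyme for full effect; nearly all actives have a fitted effect of over 20% in size; some results filed as inactive show a strong effect at the top dose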
#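 20 mM phosphate pH 7.0 + 0.01% (detergent screen) or 0.0001% Triton X-100; 5.3 nM AmpC reagent; cpd preinc 15 min RT; nitrocefin (800 uM stock) to start; A480 q20 s × 4 min; Activity was normalised to no-enzyme and no-compound control wells.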
# Sm TGR inh = blocks Schistosoma mansoni thioredoxin glutathione reductase. actives 3% (n = 360,000). Potency, µM (titrated, usually from 114 µM), inactives show at the highest dose activity change, negative = inhibition, usual class: inhibitors. purified TGR, DTNB reduction, TNB absorbance 405 nm; note: potency is the fitted concentration of half-maximal effect; nearly all actives have a fitted effect of over 60% in size
#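 First, TGR (20 nM dispensed) and NADPH were mixed with compound. Second, a 15 min room-temperature incubation followed. Third, further NADPH and then DTNB were added to start the reaction. Finally, TNB absorbance was monitored kinetically.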
# FBPA Giardia inh = blocks Giardia fructose-bisphosphate aldolase activity; purified Giardia FBPA; Potency, µM (top dose mostly 59.6 µM), for the others: at the highest dose activity, negative = inhibition, actives largely listed as inhibitors; actives 0.71% (n = 290,000); note: potency is the fitted concentration of half-maximal effect; nearly all actives have a fitted effect of over 55% in size
# Target sequence (A8B2U2 whole entry, looked up): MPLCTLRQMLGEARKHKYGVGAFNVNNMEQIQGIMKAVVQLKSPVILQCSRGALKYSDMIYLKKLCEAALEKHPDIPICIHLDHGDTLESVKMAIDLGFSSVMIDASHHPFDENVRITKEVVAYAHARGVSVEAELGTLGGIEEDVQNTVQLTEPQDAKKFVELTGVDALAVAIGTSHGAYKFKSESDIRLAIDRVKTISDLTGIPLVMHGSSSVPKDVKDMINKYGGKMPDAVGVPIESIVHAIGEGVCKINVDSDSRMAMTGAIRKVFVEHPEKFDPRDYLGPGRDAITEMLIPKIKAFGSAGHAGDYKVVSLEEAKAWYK
#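 40 nM FBPA preincubated 10 min at RT with compound (up to 57.5 uM final), then substrate plus GAPDH/TPI/NAD/arsenate coupling and diaphorase/resazurin added. Fluorescence read after 20 min at RT, 525/598 nm.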
# HCV inh = HCV inhibition | actives 3.4% (n = 340,000) | Potency, µM (top dose mostly 41.8 µM), inactives show at the top dose activity change, negative = inhibition, hits mostly inhibitors | Huh7.5.1 HCVcc-Cre infection, luciferase reporter, 44 h | AID 651820; note: potency is the fitted concentration of half-maximal effect
#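 Cells (1,000/well) were plated 4 h before compound, then infected with HCVcc-Cre virus (~0.5 moi). After 44 h further culture, infection was read as luciferase luminescence following a 15 min substrate incubation at room temperature.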
# HCMV antiviral = inhibitors of human cytomegalovirus | actives 4.5% (n = 410,000) | HFF cells, HCMV-luciferase reporter, 72 h; stronger effect = lower value | activity change, negative = inhibition, % at 57.5 µM; in the data active = activity change below about -60%; inconclusive = no clear call, values can overlap the other calls; inactive = above about -39%
#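 Compounds were evaluated in HFFs infected with an HCMV luciferase reporter virus (MOI 1 PFU/cell). Luciferase in lysates collected 72 h post infection served as the replication measure.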
# Numbers without * were called inactive; ? = inconclusive; . = no result given; [ ] = remark or other dose. Unless noted, calls come from the whole dose curve; as a rule, active = well fitted curve in the direction sought with a large enough effect; inconclusive = small, poorly fitted or top-dose-only effect, or another doubt; inactive = no such curve, though single readings can be large; an effect the other way counts as inactive or inconclusive. Unless noted, % is set by controls: 0 for no effect and ±100 for the full control effect.
# Start of the data: the first 12 compounds as a preview:
1: O=C(CSc1nnc(Cc2cccs2)n1-c1ccccc1)NCc1ccc2c(c1)OCO2
2: O=C(O)c1cc(-c2cccs2)nc2ccc(F)cc12
3: N#Cc1ccccc1OCCCNC1CCCC1
4: Cc1cccc(Cn2cc3c(=O)n(CC(=O)Nc4ccc(C)c(F)c4)nc-3c3cc(F)ccc32)c1
5: N=C1/C(=C/c2ccc(OC(=O)c3ccco3)cc2)C(=O)N=C2SC=CN12
6: Cc1cccc(NC(=O)C2CCN(c3nnc(C)c4c(C)n(-c5ccccc5)nc34)CC2)c1C
7: CC(=O)N(C)c1ccc(C(O)(C(F)(F)F)C(F)(F)F)cc1
8: CC(NC(=O)CN1C(=O)NC2(CCCCCC2)C1=O)c1ccccc1Cl (configuration not stated)
9: c1cncc(-c2nc(NCC3CCCO3)c3ccccc3n2)c1 (configuration not stated)
10: COc1ccc(OC)c(NC(=O)Cn2c(=O)n(-c3ccc(Cl)cc3)c(=O)c3c(C)c(C)sc32)c1

compound no.	1	2	3	4	5	6	7	8	9	10
AmpC detergent	-6%	-17%	3%	8%	-11%	18%	-11%	2%	-9%	8%
AmpC no deterg	2%	-27%	-14%	.	-11%[2.29 µM]	.	3%	-1%	-14%	.
Sm TGR inh	-16%	2%	0%	0%	-15%	4%	1%	0%	-10%	-23%
FBPA Giardia inh	0%	-10%	?	.	0%	.	2%	.	14%	.
HCV inh	5%	?	?	.	10%	.	14%	-3%	?	.
HCMV antiviral	-17	30	-27	4	3	49	13	13	.	3

11: O=C(Cn1cncn1)c1ccc(F)cc1F
12: S=C(NCc1ccncc1)Nc1cc(Cl)cc(Cl)c1

compound no.	11	12
AmpC detergent	7%	3%
AmpC no deterg	-12%	-54%
Sm TGR inh	-1%	?
FBPA Giardia inh	4%	.
HCV inh	27%	18%
HCMV antiviral	1	-35

# Results, previewed entries included:
1: O=C(CSc1nnc(Cc2cccs2)n1-c1ccccc1)NCc1ccc2c(c1)OCO2
2: O=C(O)c1cc(-c2cccs2)nc2ccc(F)cc12
3: N#Cc1ccccc1OCCCNC1CCCC1
4: Cc1cccc(Cn2cc3c(=O)n(CC(=O)Nc4ccc(C)c(F)c4)nc-3c3cc(F)ccc32)c1
5: N=C1/C(=C/c2ccc(OC(=O)c3ccco3)cc2)C(=O)N=C2SC=CN12
6: Cc1cccc(NC(=O)C2CCN(c3nnc(C)c4c(C)n(-c5ccccc5)nc34)CC2)c1C
7: CC(=O)N(C)c1ccc(C(O)(C(F)(F)F)C(F)(F)F)cc1
8: CC(NC(=O)CN1C(=O)NC2(CCCCCC2)C1=O)c1ccccc1Cl (configuration not stated)

compound no.	1	2	3	4	5	6	7	8
AmpC detergent	-6%	-17%	3%	8%	-11%	18%	-11%	2%
AmpC no deterg	2%	-27%	-14%	.	-11%[2.29 µM]	.	3%	-1%
Sm TGR inh	-16%	2%	0%	0%	-15%	4%	1%	0%
FBPA Giardia inh	0%	-10%	?	.	0%	.	2%	.
HCV inh	5%	?	?	.	10%	.	14%	-3%
HCMV antiviral	-17	30	-27	4	3	49	13	13

9: c1cncc(-c2nc(NCC3CCCO3)c3ccccc3n2)c1 (configuration not stated)
10: COc1ccc(OC)c(NC(=O)Cn2c(=O)n(-c3ccc(Cl)cc3)c(=O)c3c(C)c(C)sc32)c1
11: O=C(Cn1cncn1)c1ccc(F)cc1F
12: S=C(NCc1ccncc1)Nc1cc(Cl)cc(Cl)c1
13: COc1c(C)oc2cc(O)ccc2c1=O
14: Cc1nn(CCc2nc(-c3ccco3)cs2)c2[nH]c(=O)cc(C(F)(F)F)c12
15: COc1ccc(N2CC(C)Cn3c2nc2c3c(=O)n(Cc3ccc(F)cc3)c(=O)n2C)c(OC)c1 (configuration not stated)
16: Cc1sc(NC(=O)CSc2nnc(N)s2)c(C#N)c1C

compound no.	9	10	11	12	13	14	15	16
AmpC detergent	-9%	8%	7%	3%	1%	-14%	-8%	-11%
AmpC no deterg	-14%	.	-12%	-54%	-13%	-18%	29%	-22%
Sm TGR inh	-10%	-23%	-1%	?	0%	-2%[11.4 µM]	1%	-34%
FBPA Giardia inh	14%	.	4%	.	0%	?	0%	-9%
HCV inh	?	.	27%	18%	10%	-11%	?	0%
HCMV antiviral	.	3	1	-35	0	-13	-23	-4

17: Cc1ccc2oc(C(=O)N(Cc3nccn3C)C(C)C)c(C)c2c1
18: O=C1Nc2ccc([N+](=O)[O-])cc2OC1CCN1CCN(Cc2ccccc2)CC1 (configuration not stated)
19: O=C1CC(N2CCSCC2)C(=O)N1c1cccc(Br)c1 (configuration not stated)
20: CCc1ccc(OCC(=O)Nc2ccc3oc(-c4ccc(OC)cc4)nc3c2)cc1
21: CN(CC(=O)Nc1cccc(F)c1)C(=O)c1cn2ccccc2n1
22: O=C(Nc1ccc(N2CCOCC2)cc1)c1cccc(S(=O)(=O)N2CCOCC2)c1
23: O=C(O)c1cccc2c1C(=O)c1ccc(N3CCCCC3)cc1S2(=O)=O
24: CCOC(=O)CNC(=O)N1CCCC(CNS(=O)(=O)Cc2ccccc2)C1 (configuration not stated)

compound no.	17	18	19	20	21	22	23	24
AmpC detergent	-8%	8%	0%	9%	?	.	2%	5%
AmpC no deterg	7%	98%[activator]	-14%	.	-5%	-7%	-13%	-10%
Sm TGR inh	7%	-4%	45µM*	2%	5%	.	-11%	11%
FBPA Giardia inh	-3%	-2%	0%	.	.	.	.	-2%
HCV inh	-19%	6%	7%	.	23%	?	14%	8%
HCMV antiviral	32	-8	-19	53	-21	-37	4	-19

25: Cc1ccc(-n2c(SCC(=O)N3CCC(C)CC3)nc3c([nH]c4ccccc43)c2=O)cc1
26: Cc1cc(=O)n2nc(N3CCC(C(=O)Nc4c(C)cccc4C)CC3)sc2n1
27: CCOc1ccccc1NC(=O)C(c1ccccc1)N1CCN(C(=O)c2ccco2)CC1 (configuration not stated)
28: COc1ccc(OC)c(CNC(=O)c2cc3cc4ccc(OC)cc4nc3o2)c1
29: COc1ccc(CNC(=O)CN2C(=O)NC3(CCCc4sccc43)C2=O)cc1OC (configuration not stated)
30: CS(=O)(=O)NCCNc1ccc(C(F)(F)F)cc1[N+](=O)[O-]
31: CCCCOc1ccc(S(=O)(=O)N2CCN(c3ccc(N4CCN(CC)CC4)nn3)CC2)cc1
32: O=C(CN(Cc1ccc(F)cc1)C(=O)CCC(=O)Nc1nccs1)NCc1ccc(F)cc1

compound no.	25	26	27	28	29	30	31	32
AmpC detergent	2%	20%	-1%	4%	1%	2%	-12%	?
AmpC no deterg	.	.	88%[activator]	.	2%	-2%	0%	45%
Sm TGR inh	8%	-3%	?	5%	4%	-1%[57.1 µM]	0%	-2%
FBPA Giardia inh	.	.	.	.	.	1%	.	-3%
HCV inh	.	.	?	.	-19%	-1%	?	-3%
HCMV antiviral	-29	-2	1	10	5	-15	-13	31

33: CCc1ccc(C(=O)COC(=O)[C@@H](NC(N)=O)[C@@H](C)CC)cc1
34: COC(=O)c1ccccc1NC(=O)c1cc2c(s1)-c1ccccc1OC2
35: CCNC(=O)NC(=O)C(C)OC(=O)c1cc(S(=O)(=O)N2CCCCCC2)ccc1OC (configuration not stated)
36: CCN=C1S/C(=C\c2cn(C(C)=O)nc2-c2ccccc2)C(=O)N1CC
37: O=C(COc1cccc(-n2cnnn2)c1)Nc1ccc([N+](=O)[O-])cc1
38: CCN(C(=O)Cn1c(=O)n(CCCS(=O)(=O)C2CCCCC2)c(=O)c2ccccc21)c1cccc(C)c1
39: N#CC1(NC(=O)COC(=O)c2cc([N+](=O)[O-])ccc2N2CCCC2)CCCCC1
40: COc1cc(-c2nc3ccccc3c(=O)n2N)cc(OC)c1OC

compound no.	33	34	35	36	37	38	39	40
AmpC detergent	-1%	24%	1%	-1%	-1%	5%	?	0%
AmpC no deterg	-7%[2.29 µM]	.	88%[activator]	-3%	-28%	.	12%	-10%
Sm TGR inh	5%	-2%	-17%	-3%	21%	3%	-1%	-3%
FBPA Giardia inh	3%	.	3%	-1%	-1%	.	.	-2%
HCV inh	-2%	.	-19%	10µM*	0%	.	?	1%
HCMV antiviral	-4	5	-21	20	-9	4	.	-9

41: CCCONC(=O)Nc1ccccc1[N+](=O)[O-]
42: O=C(c1cc2cc3ccc(Cl)cc3nc2o1)N1CCC2(CC1)OCCO2
43: O=C(CSc1cccc[n+]1[O-])Nc1c(Br)cc([N+](=O)[O-])cc1Br
44: Cc1ccc(-c2nnc(N3CCN(C(=O)COc4cccc(C)c4)CC3)c3ccccc23)cc1
45: CSc1ncccc1C(=O)Nc1ccc(S(=O)(=O)NC2=NCCCCC2)cc1
46: Fc1ccc(Cc2cn3cc(-c4ccccc4)nc3s2)cc1
47: N#CCCN1CCN(S(=O)(=O)c2ccc(S(=O)(=O)NCc3ccccc3)cc2)CC1
48: COc1cccc(C(=O)NNC(=O)c2ccc(NS(=O)(=O)c3cccs3)cc2)c1OC

compound no.	41	42	43	44	45	46	47	48
AmpC detergent	0%	-4%	-2%	-9%	-1%	4%	?	-12%
AmpC no deterg	-10%	-5%	-21%	50%	-6%	.	10µM*	-33%
Sm TGR inh	-3%	-12%	-9%	7%	7%	-1%	0%	0%
FBPA Giardia inh	2%	0%	-1%	10%	-1%	.	0%	.
HCV inh	25%	7%	15%	?	-13%	.	3%	-5%
HCMV antiviral	-20	7	-6	-34	66	10	2	23

49: COC(=O)c1c(C)[nH]c(C(=O)OCC(=O)c2c(N)n(CC(C)C)c(=O)n(C)c2=O)c1C
50: CCCSC1=N/C(=C/c2ccsc2)C(=O)N1c1ccccc1
51: CCCOc1cccc(C(=O)Nc2ccc3c(c2)OCCO3)c1
52: Cn1c(N)c(C(=O)COc2ccc(C#N)cc2)c(=O)n(C)c1=O
53: CCN(CC)C(=O)c1nc[nH]c1C(=O)N1CCN(C(=O)OC(C)(C)C)CC1
54: CC1CCCCC1NC1CCN(C)CC1 (configuration not stated)
55: CCN(CC)S(=O)(=O)c1ccc2nc(NC(=O)c3ccc(Br)o3)sc2c1
56: CC1CCCCC12NC(=O)N(CC(=O)NCc1ccco1)C2=O (configuration not stated)
57: CCC(Oc1ccccc1)C(=O)NCCOC (configuration not stated)

compound no.	49	50	51	52	53	54	55	56	57
AmpC detergent	.	?	-10%	-6%	3%	-9%	3%	-6%	1%
AmpC no deterg	88%[activator]	-41%	-8%	-17%	-4%	-15%	.	-18%	-11%
Sm TGR inh	.	-8%	-18%	-15%	-3%	-15%	-12%	-11%	-12%
FBPA Giardia inh	.	3%	-2%	0%	.	-56%	.	.	7%
HCV inh	4µM*	?	?	0%	?	?	.	10%	10%
HCMV antiviral	-27	10	129	33	1	10	0	24	17
